Screens: PubChem BioAssay, National Center for Advancing Translational Sciences (NCATS)
PGK inhibitor: inhibitors of T. brucei phosphoglycerate kinase | PGK/GAPDH coupled, Kinase-Glo luminescence, 60 min | Potency, µM (doses to about 57.5 µM), inactives show top-dose activity change, negative = inhibition, usual class: inhibitors | 380,000 compounds, 0.043% hits; further: potency means the concentration at half of the fitted maximal effect; on the % scale 0 is the no-effect control and ±100 the full control effect; nearly all actives have a fitted effect of over 60% in size
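Recombinant glycosomal PGK reaction used 1,3-bisphosphoglycerate generated in-well by GAPDH (100nM final) in 100mM TEA pH 7.6, 5mM MgCl2, 0.01% Tween-20. After 60 minutes at room temperature, ATP was read by Kinase-Glo Plus luminescence end-point.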
BLM helicase inh: Bloom syndrome helicase (human) inhibition; P54132; recombinant BLM DNA unwinding, fluorescence dequenching; Potency, µM (titrated, usually from 56.1 µM), for the others: top-dose activity change, negative = inhibition, actives largely listed as inhibitors; 350,000 compounds, 0.2% hits;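 further: potency means the concentration at half of the fitted maximal effect; plate controls were vehicle for no effect and no enzyme for full effect; nearly all actives have a fitted effect of over 35% in size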
Anesthetic bind: candidate novel general anesthetic via apoferritin binding | P02791 | apoferritin/1-aminoanthracene competitive binding, fluorescence | Potency, µM (doses to about 77.5 µM), for inactives: at the top dose activity change, negative = displacement, hits mostly inhibitors | 350,000 compounds, 0.074% hits | AID 485281; further: potency means the concentration at half of the fitted maximal effect; on the % scale 0 is the no-effect control and ±100 the full control effect; nearly all actives have a fitted effect of over 20% in size
Target sequence (P02791 2-175 limits assumed): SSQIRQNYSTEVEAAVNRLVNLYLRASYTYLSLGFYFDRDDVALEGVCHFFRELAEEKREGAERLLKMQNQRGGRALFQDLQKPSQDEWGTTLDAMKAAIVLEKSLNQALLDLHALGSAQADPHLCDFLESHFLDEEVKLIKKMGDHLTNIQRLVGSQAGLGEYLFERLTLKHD
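Horse-spleen apoferritin (10 uM) was mixed with 50% saturated 1-aminoanthracene in PBS, exposed to compounds for 10 min at room temperature, and read for fluorescence (ex 380 nm, em 535 nm). Competitive displacement was fitted with a four-parameter Hill equation.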
Pol beta inh: blocks human DNA polymerase beta activity | Pol beta primer extension/strand displacement, fluorescence kinetic | Potency, µM (doses to about 114 µM), for the others: at the top dose activity change, negative = inhibition, most hits filed as inhibitors | 340,000 compounds, 1.3% hits | AID 485314; further: potency means the concentration at half of the fitted maximal effect; on the % scale 0 is the no-effect control and ±100 the full control effect
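Kinetic readout of DNA synthesis with strand displacement by Pol beta. Compound and 10 nM enzyme sit 15 min at room temperature; 50 nM substrate starts the reaction, read immediately and at 10 min.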
Pol kappa inh: DNA polymerase kappa (human) inhibition. Q9UBT6. Potency, µM (top dose mostly 107 µM), for inactives: top-dose activity, negative = inhibition, hits mostly inhibitors. purified Pol kappa, fluorescent DNA synthesis assay, 10 min. 400,000 compounds, 0.53% hits; further: potency means the concentration at half of the fitted maximal effect; on the % scale 0 is the no-effect control and ±100 the full control effect
Target sequence (Q9UBT6 whole entry, looked up): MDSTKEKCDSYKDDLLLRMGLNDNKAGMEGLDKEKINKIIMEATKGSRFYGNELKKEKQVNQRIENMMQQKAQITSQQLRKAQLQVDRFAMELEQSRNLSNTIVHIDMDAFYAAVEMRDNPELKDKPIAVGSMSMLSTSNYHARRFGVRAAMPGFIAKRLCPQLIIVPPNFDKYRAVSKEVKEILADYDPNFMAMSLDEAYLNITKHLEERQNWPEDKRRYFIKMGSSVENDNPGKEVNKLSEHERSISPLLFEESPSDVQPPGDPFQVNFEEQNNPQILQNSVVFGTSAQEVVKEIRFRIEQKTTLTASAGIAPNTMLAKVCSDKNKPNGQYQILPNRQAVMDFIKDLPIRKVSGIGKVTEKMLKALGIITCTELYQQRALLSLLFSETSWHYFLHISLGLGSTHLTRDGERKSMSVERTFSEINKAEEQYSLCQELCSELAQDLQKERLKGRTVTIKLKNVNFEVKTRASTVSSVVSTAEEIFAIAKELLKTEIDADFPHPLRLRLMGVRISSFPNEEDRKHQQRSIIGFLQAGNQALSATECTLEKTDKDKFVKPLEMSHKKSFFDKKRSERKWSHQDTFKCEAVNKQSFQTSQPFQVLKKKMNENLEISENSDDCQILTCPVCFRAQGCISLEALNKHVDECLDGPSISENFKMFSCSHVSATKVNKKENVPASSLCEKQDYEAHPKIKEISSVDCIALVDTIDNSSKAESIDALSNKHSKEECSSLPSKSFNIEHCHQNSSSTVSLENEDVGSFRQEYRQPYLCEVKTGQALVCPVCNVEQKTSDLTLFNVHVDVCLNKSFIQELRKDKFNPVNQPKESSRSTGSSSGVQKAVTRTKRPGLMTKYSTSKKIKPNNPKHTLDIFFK
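Enzyme at 10 nM met test compounds for 15 min at room temperature. Substrate addition (50 nM final) began the reaction, which was monitored by fluorescence at 0 and 10 min.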
RXFP1 antag: RXFP1 (human) relaxin receptor antagonism | HEK293-RXFP1, relaxin-stimulated cAMP HTRF, 30 min; active compounds read low | activity change, negative = inhibition, % at 57.5 µM | 350,000 compounds, 0.59% hits;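 active means activity change of -60% or lower, but not beyond a set lower limit; inconclusive means change between -60% and -40%, or beyond the set limit; inactive means change above -40%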; further: on the % scale 0 is the no-effect control and ±100 the full control effect
POLI inh: inhibitors of human DNA polymerase iota | Q9UNA4 | Pol iota fluorescent replication assay, 10 min | AID 588590 | 390,000 compounds, 1% hits | Potency, µM (highest dose often 115 µM), inactives show at the top dose activity, negative = inhibition, most hits filed as inhibitors; further: potency means the concentration at half of the fitted maximal effect
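Fluorescent replication assay read twice, at 0 min and 10 min after adding 50 nM (final) substrate. Enzyme (10 nM) and compounds were first incubated 15 min at room temperature; enzyme-free buffer wells were negative controls.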
Pol eta inh: blocks human DNA polymerase eta activity; recombinant Pol eta, fluorescent DNA replication assay; Potency, µM (top dose mostly 114 µM), for inactives: at the top dose activity change, negative = inhibition, most hits filed as inhibitors; 390,000 compounds, 1.2% hits; further: potency means the concentration at half of the fitted maximal effect; on the % scale 0 is the no-effect control and ±100 the full control effect
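Pol eta (10 nM) was preincubated with compounds for 15 min at room temperature, after which fluorescent replication substrate (50 nM final) was added to start the reaction. Fluorescence was read kinetically at 0 and 10 min.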
APE1 inh: blocks human APE1 abasic DNA cleavage. P27695. recombinant APE1, TAMRA/BHQ-2 abasic DNA cleavage fluorescence. Potency, µM (highest dose often 65.8 µM), for the others: top-dose activity change, negative = inhibition, usual class: inhibitors. 350,000 compounds, 0.35% hits. AID 2517;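 further: potency means the concentration at half of the fitted maximal effect; plate controls were vehicle for no effect and reference inhibitor for full effect; nearly all actives have a fitted effect of over 55% in size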
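Activity was derived from the fluorescence gain between first and third kinetic reads (60 s intervals, ex 525/em 598 nm) after 50 nM THF-abasic TAMRA/BHQ-2 duplex was added to 0.75 nM APE1 preincubated 15 min with compound.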
* = called active by the depositor; i = inactive; ? = inconclusive; . = no result given; & = joins results of further samples; [ ] = dose if it differs, or a comment. Unless noted, the call rests on the fitted dose curve; in most records, active means well fitted curve in the direction sought with a large enough effect; inconclusive means small, poorly fitted or top-dose-only effect, or another doubt; inactive means no such curve, though single readings can be large; an effect the other way counts as inactive or inconclusive.

Pol eta inh	POLI inh	Pol kappa inh	PGK inhibitor	BLM helicase inh	RXFP1 antag	APE1 inh	Pol beta inh	Anesthetic bind	compound
6%	7%	-11%	7%	-6%	-1	-1%	27%	-12%	C[C@@]12CC(=O)NC1N(C(=O)c1cccc(C(F)(F)F)c1)C(c1ccccc1O)C2 (stereo not given in full)
5%	27%	-4%	0%	-6%	-1	5%	2%	-10%	N#Cc1c(NC(=O)CSc2nnnn2C2CCCCC2)sc2c1CCCC2
-12%	8%	-16%	2%	-8%	.	.	6%	-9%	COc1ccc(S(=O)(=O)N(CC(=O)N2CCC(C)CC2)c2ccc(C)cc2)cc1
11%	170%[activator]	-5%	1%	-3%	-6	0%	21%	-8%	O=C1NCCN1Cc1ccc(Cl)cc1
-6%	115%[activator]	-9%	-1%	-2%	4	-12%	44%	-10%	O=C(CCC(=O)Nc1ccc(F)cc1)N/N=C/c1ccc(O)cc1
-3%	14%	1%	1%	-3%	-4	.	2%	34%[activator]	O=C(Nc1sc2c(c1C(=O)Nc1ccccc1Cl)CCCC2)c1ccccc1F
-13%	1%	-5%	i	0%	-2	-5%	-11%	?	O=C(Nc1cccc(-c2cn3ccsc3n2)c1)c1ccccc1
-17%	13%	0%	-2%	-2%	-3	.	2%	-20%	O=C(c1ccc(F)cc1)c1cn(Cc2ccccc2)c2cc3c(cc2c1=O)OCO3
-1%	-6%	-5%	i	-12%	14	-1%	3%	?	CC(C)[C@@H](C(=O)OCC(=O)Nc1ccc2c(c1)OCO2)N1C(=O)c2ccccc2C1=O
-9%	10%	-1%	-2%	-6%	.	?	?	-8%	Cc1ccc(CNC(=O)c2cc3c(-c4ccc(Cl)cc4)nn(C)c3s2)o1
-15%	47%[activator]	3%	0%	-1%	-18	72%[activator]	7%	-4%	O=C(Cn1ccc2ccccc2c1=O)NCC(=O)Nc1ccc(F)cc1F
-10%	-15%	-2%	-5%	-3%	-30	3%	5%	-15%	Cc1sc(NC(=O)C2CSC3(C)CCC(=O)N23)nc1-c1ccc(F)cc1 (stereo not given)
-14%	-2%	2%	5%	-9%	-4	0%	0%	0%	CCOc1ncccc1C(=O)Nc1ccc(S(=O)(=O)N2CCCC2)cc1
-13%	7%	-8%	2%	3%	3	1%	39%	-7%	O=C1CCCc2nc(NCc3ccco3)ncc21
-1%	5%	-10%[60.1 µM]	-8%	-12%	-27	.	-14%	-5%	COc1ccc(NC(=O)c2c(NCc3cccs3)sc3c2CCCC3)cc1
-4%	-3%	10%	i	-2%	-2	-3%	2%	-18%	C=CCC(C)(NCc1ccccc1)c1ccco1 (stereo not given)

A second format for part of the listing above:
| compound | Pol eta inh | POLI inh | Pol kappa inh | PGK inhibitor | BLM helicase inh | RXFP1 antag | APE1 inh | Pol beta inh | Anesthetic bind |
| --- | --- | --- | --- | --- | --- | --- | --- | --- | --- |
| C[C@@]12CC(=O)NC1N(C(=O)c1cccc(C(F)(F)F)c1)C(c1ccccc1O)C2 (stereo not given in full) | 6% | 7% | -11% | 7% | -6% | -1 | -1% | 27% | -12% |
| N#Cc1c(NC(=O)CSc2nnnn2C2CCCCC2)sc2c1CCCC2 | 5% | 27% | -4% | 0% | -6% | -1 | 5% | 2% | -10% |
| COc1ccc(S(=O)(=O)N(CC(=O)N2CCC(C)CC2)c2ccc(C)cc2)cc1 | -12% | 8% | -16% | 2% | -8% | . | . | 6% | -9% |
| O=C1NCCN1Cc1ccc(Cl)cc1 | 11% | 170%[activator] | -5% | 1% | -3% | -6 | 0% | 21% | -8% |
| O=C(CCC(=O)Nc1ccc(F)cc1)N/N=C/c1ccc(O)cc1 | -6% | 115%[activator] | -9% | -1% | -2% | 4 | -12% | 44% | -10% |
| O=C(Nc1sc2c(c1C(=O)Nc1ccccc1Cl)CCCC2)c1ccccc1F | -3% | 14% | 1% | 1% | -3% | -4 | . | 2% | 34%[activator] |
| O=C(Nc1cccc(-c2cn3ccsc3n2)c1)c1ccccc1 | -13% | 1% | -5% | i | 0% | -2 | -5% | -11% | ? |
| O=C(c1ccc(F)cc1)c1cn(Cc2ccccc2)c2cc3c(cc2c1=O)OCO3 | -17% | 13% | 0% | -2% | -2% | -3 | . | 2% | -20% |
| CC(C)[C@@H](C(=O)OCC(=O)Nc1ccc2c(c1)OCO2)N1C(=O)c2ccccc2C1=O | -1% | -6% | -5% | i | -12% | 14 | -1% | 3% | ? |
| Cc1ccc(CNC(=O)c2cc3c(-c4ccc(Cl)cc4)nn(C)c3s2)o1 | -9% | 10% | -1% | -2% | -6% | . | ? | ? | -8% |
| O=C(Cn1ccc2ccccc2c1=O)NCC(=O)Nc1ccc(F)cc1F | -15% | 47%[activator] | 3% | 0% | -1% | -18 | 72%[activator] | 7% | -4% |
| Cc1sc(NC(=O)C2CSC3(C)CCC(=O)N23)nc1-c1ccc(F)cc1 (stereo not given) | -10% | -15% | -2% | -5% | -3% | -30 | 3% | 5% | -15% |

The list goes on.
Pol eta inh	POLI inh	Pol kappa inh	PGK inhibitor	BLM helicase inh	RXFP1 antag	APE1 inh	Pol beta inh	Anesthetic bind	compound
-9%	22%	-3%	-7%	-1%	.	7%	-28%	-9%	Cc1cc(C)c(S(C)(=O)=O)c(Oc2ccc(F)cc2)n1
-11%	2%	-9%	-2%	-1%	0	-1%	38%	-6%	O=C(NCC(=O)N(c1ccccc1)C(C(=O)NC1CCCCC1)c1ccncc1)c1ccco1 (stereo not given)
-14%	7%	-4%	0%	.	.	-18%	.	.	CCOC(=O)[C@H]1[C@H]2COc3ccc(Br)cc3[C@@H]2N2C(=O)c3ccc(C)cc3NC(=O)[C@@]12C
-14%	33%	4%	0%	.	.	9%	.	.	CNC[C@@H]1Oc2ccc(NS(=O)(=O)c3ccc(Cl)cc3)cc2C(=O)N([C@H](C)CO)C[C@@H]1C
-15%	-23%	-17%	-3%	-4%	-2	-1%	0%	5%	COC(=O)c1ccc2c(c1)SC1=C(CCCC1=O)N2
-7%	18%	-8%	9%	-7%	-1	.	-19%	-2%	COc1cc(C(=O)Nc2ccc(NC(=O)c3ccc(Br)cc3)cc2)cc(OC)c1OC
-21%	?	-2%	-2%	-14%	-11	?	14%	6%	COc1ccc(NS(=O)(=O)c2ccc(SC)cc2)cc1
-4%	113%[activator]	-4%	-7%	-4%	-3	-8%	7%	-9%	CC(C)C(C)NC(=O)COC(=O)/C=C/c1ccc(S(=O)(=O)N2CCc3ccccc32)cc1 (stereo not given)
-8%	6%	-8%	1%	-3%	-17	3%	-10%	-8%	COc1cccc(-n2c(Cn3nc(C(F)(F)F)cc3C)n[nH]c2=S)c1
-11%	2%	-3%	-7%	3%&-2%	.	-3%&-7%	-26%	3%&-14%	CNC(=O)C1(CC(C)C)C=CCN1C(C)=O (stereo not given)
1%	91%[activator]	-9%	i	.	1	-2%	.	.	CCCN(C(=O)C1=COCCO1)c1c(N)n(Cc2ccccc2)c(=O)[nH]c1=O
2%	15%	-21%	0%	-6%	?	1%	-25%	-21%	O=C(N/N=C/c1cccnc1)c1cccc(S(=O)(=O)Nc2cccc(Cl)c2)c1
.	.	.	.	0%	.	4%	18%	-5%	COc1ccc(-n2nc3cc(C)c(NC(=O)CC(C)C)cc3n2)cc1
-4%	-5%	2%	2%	-5%	-6	8%	35%	-12%	COc1ccc2c(c1)c1nnc(SCC(=O)N3CCCCC3C)nc1n2C (stereo not given)
47%[activator]	-11%	-10%	-8%	-5%	2	5%	-10%	28%	COc1ccc(-c2cc(-c3ccccc3)nc(=O)[nH]2)cc1
-1%	3%	-27%	-4%	-2%	15	-5%	3%	-17%	O=C(CCCOc1ccccc1)Nc1ccc2c(c1)OCCO2
?	11%	-16%	-1%	5%	1	1%	?	6%	CCN(C(=O)COC(=O)/C=C/c1ccc(O)c(OC)c1)C1CCS(=O)(=O)C1 (stereo not given)
7%	7%	13%	9%	-2%	-7	.	4%	-16%	Cc1nc2ccn(Cc3ccco3)c(=O)c2cc1C(=O)NCc1ccc(Cl)cc1
-4%	22%	-10%	3%	0%	0	-1%	-8%	-20%	CCN(CCCNC(=O)CCn1c(=O)[nH]c2ccccc2c1=O)c1cccc(C)c1
-21%	52%[activator]	12%	-7%	.	.	-2%	.	.	CC1CCN(C(=O)c2[nH]cnc2C(=O)Nc2nccs2)CC1
.	.	6%[60.1 µM]	.	6%	.	-5%	.	-10%	NCCCC[C@H](NC(=O)[C@H](CCCN=C(N)N)NC(=O)[C@H](CO)NC(=O)[C@H](CCCN=C(N)N)NC(=O)[C@@H](N)Cc1ccc(O)cc1)C(=O)N[C@@H](Cc1ccc(O)cc1)C(=O)N[C@@H](CO)C(=O)N[C@@H](CO)C(=O)N[C@@H](Cc1c[nH]c2ccccc12)C(=O)N[C@@H](Cc1ccc(O)cc1)C(=O)O
-1%	46%[activator]	-14%	-3%	4%	15	-2%	7%	-15%	Cc1nc2ccccc2c(=O)n1NC(=O)/C=C/c1ccc(Br)cc1
-11%	2%	1%	-13%	2%	-9	4%	-16%	9%	CCOCC(=O)Nc1nc2ccc(OC)cc2s1
-4%	9%	-9%	2%	-3%	.	.	20%	0%	Cn1ncc2nc(SCC(=O)Nc3ccc(Br)cc3F)n(Cc3ccccc3)c(=O)c21
?	?	-5%	-1%	-4%	-18	0%	1%	-12%	O=C(NCCN1CCCC1)c1ccc(Cn2c(=S)[nH]c3cc4c(cc3c2=O)OCO4)cc1
5%	42%[activator]	0%	2%	.	0	7%	.	.	O=C(Nc1ccncc1)c1cc(S(=O)(=O)N2CCCC2)ccc1Cl
-6%	?	-32%	-5%	-10%	7	-3%	50µM*	3%	O=C(COc1ccc(-n2cnnn2)cc1)Nc1cccc(Cl)c1Cl
-24%	-20%	-1%	i	76%[activator]	-18	-20%	-1%	-14%	COc1ccc(CCn2c(=N)c(C(=O)NCCN3CCOCC3)cc3c(=O)n4cccc(C)c4nc32)cc1OC

Only part of the results is shown. The share of hits here may be higher or lower than overall.
